# Source: PubChem
# CendR NRP1 mod – modulators of CendR peptide binding to human neuropilin-1; FAM-RPARPAR peptide binding to NRP-1, fluorescence polarization; inhibition, % at 25 µM; 360,000 tested, 0.85% active; O14786;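 active = inhibition or corrected inhibition above about 18%, plus a signal ratio from 0.5 to 1.5, limit read from the data, passing the limit was not always enough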; note: strong numbers were not always called active
# SKN-1 inh – C. elegans SKN-1 inhibition; inhibition, % at 21.8 µM; C. elegans VP596 Pgst-4::GFP/RFP ratio, acrylamide-induced, 24 h; 360,000 tested, 0.49% active;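 active = interference check ratio from 0.5 to 1.5 plus GFP to RFP signal ratio inhibition reaching or exceeding a fixed threshold, cut at about 30% in these data, passing the limit was not always enough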; note: some compounds called inactive have numbers as strong as hits
# MT1-MMP act inh – blocks activation of human MT1-MMP. HT1080 RFP-PRO-GFP cells, GFP/RFP ratio fluorescence, overnight; percent of plate control window, DMSO zero. 360,000 tested, 0.061% active. P50281. GFP/RFP ratio change, % at 20 µM;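 active = GFP/RFP ratio change of at least 30% with cell ATP level not reduced by more than half and red fluorescence within 50% of control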; note: strong numbers were not always called active
#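 Read-out: GFP/RFP fluorescence ratio; Test system: RFP-PRO-GFP reporter HT1080 cells; Compound dosing: single-point 20 µM compound, 1% DMSO; Times: overnight compound exposure at 37 °C.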
# FAS TE block – FAS thioesterase (human) inhibition; P49327; recombinant FAS-TE, OMFH fluorogenic substrate, fluorescence endpoint; inhibition, % at 15 µM; 360,000 tested, 0.67% active; AID 602261;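 active = compounds whose normalised, plate-corrected inhibition of enzyme fluorescence in the single-dose primary screen is 50% or more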;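 note: 0% = DMSO with enzyme and 100% = substrate without enzyme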
# MsrA act – activators of bovine methionine sulfoxide reductase A | 360,000 tested, 0.3% active | activation, % at 10.6 µM | AID 602163 | purified bovine MsrA, absorbance read-out; in the data active = activation above about 7.5%;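 note: 0% = vehicle and 100% = reference activator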
# Rin1 Abl inh – inhibitors of human Rin1-Abl protein interaction. TR-FRET Rin1/Abl binding, biochemical. P00519+Q13671. AID 588664. 360,000 tested, 0.4% active. inhibition, % at 7.35 µM; in the data active = inhibition above about 5%, passing the limit was not always enough
# eLon inh – E. coli protease La inhibition | AID 602123 | purified E. coli Lon protease, fluorescence polarization | 360,000 tested, 0.42% active | inhibition, % at 7.94 µM | P0A9M0; in the data active = inhibition above about 13%, passing the limit was not always enough;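 note: 0% = enzyme with probe and DMSO and 100% = no enzyme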
# Neddylation inh – inhibitors of human cullin neddylation | AID 651699 | P61081+Q13564 | TR-FRET cullin neddylation, biochemical | calls only at 25 µM | 360,000 tested, 0.58% active; in the data active = inhibition above about 36%
# PABP1 MLLE inh – blocks PAM2 peptide binding to the PABP1 MLLE domain. P11940. GST-MLLE / FITC-PAM2 fluorescence polarization. inhibition, % at 20 µM. 360,000 tested, 0.36% active; in the data active = inhibition above about 35%, passing the limit was not always enough;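 note: plate controls were DMSO wells with GST-MLLE for no effect and wells lacking GST-MLLE protein for full effect; some results filed as inactive read as strong as hits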
# * marks the source's active call; other numbers are inactive results; i = inactive; . = not tested or not shown; + = active, no number.
SMILES,CendR NRP1 mod,SKN-1 inh,MT1-MMP act inh,FAS TE block,MsrA act,Rin1 Abl inh,eLon inh,Neddylation inh,PABP1 MLLE inh
O=S(=O)(/C=C/c1ccccc1)Nc1ccc(F)cc1,-5,-6,-4,-1,-2,0,4,i,10
CCOC(=O)C1CN(S(=O)(=O)c2ccc(Cl)cc2)c2cc(S(=O)(=O)CC)ccc2O1 (configuration not stated),4,1,-1,12,-10,6,-10,i,-3
COc1cc(-c2noc(C)c2/C=C/c2ccc(N)cc2)cc(OC)c1OC,-2,-1,30,0,-2,0,-4,i,1
COc1ccccc1-c1c(C(F)(F)F)oc2cc(OCC(=O)Nc3ccccc3C(F)(F)F)ccc2c1=O,-1,14,3,14,6,2,-3,i,9
O=S(=O)(c1ccc(OC(F)(F)F)cc1)N1CCCC(c2ccccc2)C1 (configuration not stated),4,-6,-2,12,-8,3,9,i,8
CC(=O)Nc1cc2cc(NS(=O)(=O)c3ccc(Cl)cc3)ccc2oc1=O,-16,-2,4,-1,-12,0,-3,i,6
Cc1ccc(NC(=O)C2CCC(CNc3c(N4CCC(C)CC4)c(=O)c3=O)CC2)cc1F (configuration not stated),-8,6,8,-4,0,-2,-4,i,-8
COc1cccc(OC)c1C(=O)NCCSC1CCCCC1,-4,-6,0,-8,1,5,-8,i,-5
CCOc1ccc(-c2c(C(=O)N/N=C(\C)c3cccnc3)nnn2-c2nonc2N)cc1,11,1,.,-9,-10,-1,8,i,-6
Cc1cc(C)c(S(=O)(=O)N(CC(=O)N2CCOCC2)C2CCCCC2)c(C)c1,0,9,-2,-5,-11,-2,-6,i,3
O=C(Nc1ccc(CN2CCCCC2)cc1)c1ccc(Br)o1,4,13,-4,-8,-4,-1,-4,i,-3
Cc1ccc(S(=O)(=O)NCc2ccccc2)cc1C(=O)NCc1ccncc1,-9,16,2,-8,-8,-6,7,i,-3
COc1cccc2c1-c1c(C(=O)O)cccc1C2=O,-2,11,2,-4,-2,1,0,i,11
O=[N+]([O-])c1ccc(N2CCN(S(=O)(=O)c3ccccc3)CC2)c2cccnc12,1,5,4,22,-2,-3,-4,i,-3
Cc1cc(C)cc(-n2cc[nH]c2=S)c1,-3,5,-3,-8,2,-3,5,i,-25
COc1ccc(C2C(C#N)=C(N)OC3=C2C(=O)CC(C)(C)C3)cc1Cn1cc([N+](=O)[O-])cn1 (configuration not stated),-9,-8,6,48,-11,2,4,i,12
CCS(=O)(=O)c1ccc(O)c(NC(=O)c2ccc(S(=O)(=O)N3CCCCCC3)cc2)c1,8,3,5,-13,-4,0,-3,i,-13
O=[N+]([O-])c1ccc(OCc2cnc(Cl)s2)cc1,3,54*,0,10,-4,-1,-3,i,12
O=C(c1ccccc1-c1ncc[nH]1)N1CCc2c([nH]c3ccccc23)C1c1ccccn1 (configuration not stated),-6,1,-2,0,-3,7,-6,i,-5
CC(=O)[C@@H]1[C@@H]2C(=O)N(c3ccccc3F)C(=O)[C@@H]2[C@H]2c3ccccc3C=NN12,10,10,-2,-8,-3,1,5,i,4
CCCCCOc1ccc(NC2=CC(=O)CCC2)cc1,5,0,-3,-4,-2,-1,6,i,-1
CCOC(=O)c1[nH]c(CSc2nnc(-c3ccc(OC)cc3)o2)c(C(=O)OCC)c1C,-8,9,-8,15,4,1,-36,i,-146
Nc1cc(N2CCCCC2)c([N+](=O)[O-])cc1Cl,1,11,1,-3,-3,-5,-3,i,9
COc1cc(CNCCc2c[nH]c3ccccc23)ccc1OCc1ccccc1F,-4,1,5,-8,-2,-3,6,i,0
O=C(Cn1cc(C(F)(F)F)cc(Cl)c1=O)Nc1cc(Cl)cc(Cl)c1,1,-11,0,3,-8,3,-10,i,9

# Further records follow.
SMILES,CendR NRP1 mod,SKN-1 inh,MT1-MMP act inh,FAS TE block,MsrA act,Rin1 Abl inh,eLon inh,Neddylation inh,PABP1 MLLE inh
CCCCOc1ccc(C(=O)CCN2CCCCC2)cc1,-20,-1,1,-3,-2,-2,0,i,17
O=C(Cc1cccs1)Nc1nnc(SCc2ccc(F)cc2)s1,4,11,4,-7,2,-2,-10,i,17
CN1CCN(C(=O)c2ccc(-c3cccs3)s2)CC1,-2,-8,1,0,-2,-3,-2,.,-2
CCOc1ncccc1C(=O)N1CCN(Cc2ccc3c(c2)OCO3)CC1,2,-3,-3,-7,-8,1,-12,i,2
CCOC(=O)c1ccccc1OC(=O)Oc1ccccc1C(=O)OCC,13,11,-1,11,-3,3,-2,i,-6
O=C(NC1CCCC1)C(c1ccc(Cl)cc1)N(C(=O)c1csnn1)C1CC1 (configuration not stated),2,-7,-4,2,0,1,3,i,15
O=C(CSc1ccc(Br)cc1)Nc1ccc(N2CCOCC2)cc1,-3,2,11,-2,-6,1,8,i,-7
CC(=O)Nc1cccc(-c2ccnc3c2CC(C)(C(=O)NC(C)C)O3)c1 (configuration not stated),-8,-7,-2,-2,-6,4,5,i,0
CC(C)NC(=O)N(C)C[C@H]1Oc2ccc(NC(=O)C3CCCCC3)cc2C(=O)N([C@H](C)CO)C[C@@H]1C,5,13,0,-12,0,3,-9,i,3
NS(=O)(=O)c1ccc(NC(=O)/C=C/c2cccs2)cc1,-7,0,0,-5,-11,-7,7,i,17
CCOC(=O)N1CCC(NC(=O)C2CCN(S(=O)(=O)c3ccc4c(c3)oc(=O)n4C)CC2)CC1,0,24,1,-6,1,5,-6,i,-13
COc1ccccc1N1CCN(C(=O)NC23CC4CC(CC(C4)C2)C3)CC1,3,-1,4,4,-3,-1,-6,i,-4
Cc1cccc(NC(=O)N2CCN(Cc3ccccc3)CC2)c1,3,3,5,-7,3,1,2,i,0
C=C(C)COC(=O)c1ccccc1C(=O)OCC1(C)CO1 (configuration not stated),13,8,-2,-5,-2,2,7,i,5
COc1ccnc2c1c(=O)n(Cc1cccc(F)c1)c(=O)n2C,12,14,4,4,-2,3,-1,i,3
COc1ccc(C(=O)Nc2cc(C)on2)cc1S(=O)(=O)N1CC(c2ccccc2)CC1=O (configuration not stated),8,6,0,-2,-3,-2,5,i,16
COc1cccc(-c2nc(-c3ccccc3)c(-c3ccccc3)[nH]2)c1OCC(=O)O,-4,10,-1,5,-4,2,-3,.,2
Cc1cccn2c(=O)c3cc(C#N)c(=O)n(CCCN4CCOCC4)c3nc12,-9,-13,-1,-3,-2,-5,-14,.,3
O=C(NCc1ccccc1)c1ccccc1CO,-1,-20,-1,-6,-11,6,-7,i,8
O=C(NN=C1C2CC3CC(C2)CC1C3)c1cccc(S(=O)(=O)N2CCOCC2)c1,0,5,4,-11,-3,-5,5,i,2
CC(C)CN1C(=O)c2ccc(NC(=O)Cc3ccccc3)cc2C1=O,12,-2,2,-1,-2,0,-7,i,-12
NS(=O)(=O)c1ccc(CCNC(=S)NC2CCCCC2)cc1,20,7,-1,-4,-8,0,7,i,-40
CCCCCc1nnc(NC(=O)NS(=O)(=O)c2ccc(C)cc2)s1,6,13,0,-9,-1,-1,-3,i,2
CCCNc1nc2c(c(=O)[nH]c(=O)n2C)n1CCc1ccccc1,-4,1,-1,0,-1,-4,1,i,6
O=[N+]([O-])c1ccccc1OCCN1CCCC1,1,4,0,-4,-1,3,-3,i,-6

# More results
SMILES,CendR NRP1 mod,SKN-1 inh,MT1-MMP act inh,FAS TE block,MsrA act,Rin1 Abl inh,eLon inh,Neddylation inh,PABP1 MLLE inh
COc1cccc2cc(C(C)N(CCCN3CCOCC3)C(=O)Nc3ccccc3)oc12 (configuration not stated),-4,-23,5,-4,-4,2,4,i,0
CCOC(=O)C1CCN(C(=S)Nc2ccccc2)CC1,14,-7,-4,0,-11,3,5,i,-50
CC(C)c1ccc(CCNC(=O)CCNC(=O)c2ccc(Br)cc2)cc1,14,-6,-2,2,-2,-7,-9,i,-2
CC1(C)C2CCC1(CS(=O)(=O)NC1CCCC1)C(=O)C2 (configuration not stated),-9,10,.,-2,-3,2,3,+,-12
CCOc1ccc(OCCOc2cccc(C(F)(F)F)c2)cc1,0,3,6,27,2,0,-4,i,-8
COc1ccc2c(c1)Cc1sc(NC(C)=O)nc1-2,1,-32,-2,-6,-13,-2,3,i,37*
Cc1c(CCOC(=O)c2ccccc2)sc[n+]1CC(=O)c1ccc(Br)cc1,19,20,-4,-2,1,2,1,i,20
Cc1cc(NC(=O)CCC(=O)N(c2ccc(F)cc2)C(C(=O)NC2CCCC2)c2ccc(C)o2)no1 (configuration not stated),-1,0,-2,-3,-1,-5,3,i,10
O=C(COc1ccc([N+](=O)[O-])cc1)Nc1cc(S(=O)(=O)N2CCCCC2)ccc1N1CCCCC1,4,8,3,31,-1,-1,0,i,-29
CC(NC(=O)c1cc(=O)[nH]c2ccccc12)c1ccccc1 (configuration not stated),7,3,-3,-3,-4,-1,7,i,6
O=C(Nc1cccnc1)/C(N=Nc1cccnc1)=C(\O)c1ccccc1,13,-6,6,-12,-3,-2,-16,i,5
CC(=O)c1c(C)[nH]c(C(=O)NNC(=O)COc2cc(C)ccc2C(C)C)c1C,9,-1,-1,6,-1,3,1,i,-1
COc1ccc(N)cc1NC(=O)CN1CCOCC1,20,-1,0,-7,-1,-1,-12,i,7
O=C(Nc1cc2c(cc1C(=O)O)OCCCO2)c1ccc(C(F)(F)F)cc1,-11,-5,1,1,-2,2,-3,i,16
Cc1cc(C)c2[nH]c(C(=O)Nc3ccc(F)cc3Br)cc2c1,-8,-10,-7,16,-6,1,-4,i,-11
O=C(c1ccc(S(=O)(=O)Cc2ccccc2Cl)c([N+](=O)[O-])c1)N1CCOCC1,17*,8,2,-4,-3,4,-3,i,11
Cc1ccc(-c2nnn(CC(=O)NCC3COCCO3)n2)o1 (configuration not stated),-2,42*,-11,-1,-3,1,4,i,5
O=C(COCC(=O)N1CCOCC1)N1CCOCC1,4,1,2,-9,-6,2,-4,i,12
COc1ccc(-n2c(SC3CCOC3=O)nc3ccccc32)cc1 (configuration not stated),-1,29,-4,-2,-1,-1,-4,i,-16
Cc1cc(C)c(S(=O)(=O)NCC(=O)NCc2cc(=O)n(C)c(=O)n2C)c(C)c1,-8,2,-2,-3,-7,-6,-14,i,-3
Cc1cc(OCC(=O)N2CCC[C@@H]2C(=O)O)c2c(C)c(C)c(=O)oc2c1,-9,9,2,2,-1,-2,-8,.,11
CC(C)c1ccc(NC(=O)C2CC(=O)N=C(N)S2)cc1 (configuration not stated),-13,5,-2,-3,-1,0,-6,i,-14
CCOC(=O)NC1(NCC(C)C)Oc2ccccc2O1,4,-5,-5,-6,-11,1,-4,i,10
COc1ccc(OC)c(/C=C/c2ccnc3ccccc23)c1,0,-9,-6,17,-2,1,-7,i,4
O=C(Nc1ccccc1N1CCN(C(=O)c2ccc(Cl)cc2)CC1)c1ccc([N+](=O)[O-])o1,-2,0,2,34,-5,-2,-2,i,5
CC(=O)COc1cc(C)cc2oc(=O)cc(-c3ccccc3)c12,-2,7,-2,0,-1,1,-1,i,6
COC(=O)CNC(=O)COC(=O)c1ccc(OC)c([N+](=O)[O-])c1,-2,8,4,-3,-4,-2,5,i,6
C=C(C)COc1ccc(-c2n[nH]c(C)c2-c2ccccc2)c(O)c1,4,-2,0,16,0,-4,1,i,-7

# Complete entries, quoted from the list. Order of screens: CendR NRP1 mod, SKN-1 inh, MT1-MMP act inh, FAS TE block, MsrA act, Rin1 Abl inh, eLon inh, Neddylation inh, PABP1 MLLE inh
# Nc1cc(N2CCCCC2)c([N+](=O)[O-])cc1Cl is listed as 1, 11, 1, -3, -3, -5, -3, i, 9
# CC(=O)COc1cc(C)cc2oc(=O)cc(-c3ccccc3)c12 is listed as -2, 7, -2, 0, -1, 1, -1, i, 6
# O=C(NCc1ccccc1)c1ccccc1CO is listed as -1, -20, -1, -6, -11, 6, -7, i, 8
# Cc1cc(C)c(S(=O)(=O)NCC(=O)NCc2cc(=O)n(C)c(=O)n2C)c(C)c1 is listed as -8, 2, -2, -3, -7, -6, -14, i, -3
# O=C(COc1ccc([N+](=O)[O-])cc1)Nc1cc(S(=O)(=O)N2CCCCC2)ccc1N1CCCCC1 is listed as 4, 8, 3, 31, -1, -1, 0, i, -29
